TbMetRS inhib: Trypanosoma brucei MetRS inhibition; purified T. brucei MetRS, ATP depletion, Kinase-Glo luminescence; inhibition, % at 11.9 µM; hit rate 0.4% among 360,000; AID 624268;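 active = inhibition above a per-plate cutoff of the control wells' mean inhibition plus 3 SD, cut at about 5.5% in these data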;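 note: 0% = DMSO wells median and 100% = median of wells with control inhibitor compound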
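technique = Kinase-Glo luminescence, ATP depletion format | system = purified MetRS (methionyl-tRNA synthetase) enzyme from Trypanosoma brucei | timing = 15 min preincubation, 2 h reaction, all 25 °C | evaluation = percent inhibition versus plate control medians | dosing = single dose, 11.9 µM final nominal, 0.9% final DMSO | also added = substrates ATP, L-methionine and bulk Escherichia coli tRNA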
Rpn11 inh: inhibitors of human proteasome Rpn11. O00487. human 26S proteasome, Ub4-pepOG fluorescence polarization; 20S core pre-blocked with epoxomicin. calls only at 20 µM. hit rate 0.59% among 360,000. AID 588493;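 active = inhibition at 20 µM, scaled to each plate's controls, above about 33%, limit read from the data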
CSN deneddyl inh: CSN deneddylation inhibition; Q92905; Purified CSN, SCF-Nedd8-OG deneddylation, fluorescence polarization; inhibition, % at 12.5 µM; hit rate 0.38% among 360,000; AID 651999;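 active = pattern-corrected inhibition above about 35%, with an unprinted fluorescence ratio check between 0.5 and 1.5, limit read from the data, passing the limit was not always enough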;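 note: 0% = enzyme with substrate and 100% = substrate without enzyme; some results filed as inactive read as strong as hits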
Target sequence (Q92905 whole entry, looked up, one chain of several): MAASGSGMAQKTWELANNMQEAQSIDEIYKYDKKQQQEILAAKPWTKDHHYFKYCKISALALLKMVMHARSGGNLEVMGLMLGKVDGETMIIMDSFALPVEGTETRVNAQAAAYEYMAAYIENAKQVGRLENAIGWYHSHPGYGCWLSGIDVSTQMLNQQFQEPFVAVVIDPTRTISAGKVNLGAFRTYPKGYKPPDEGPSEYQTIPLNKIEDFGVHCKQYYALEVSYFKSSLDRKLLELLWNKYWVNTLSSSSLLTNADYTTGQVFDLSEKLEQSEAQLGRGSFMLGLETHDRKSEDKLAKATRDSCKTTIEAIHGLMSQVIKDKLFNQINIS
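Test system: Human Csn5 produced in HEK293T cells | Compound: 12.5 µM single point | Times: 90 min, room temperature | Signal: Fluorescence polarization readout | Read-out basis: % inhibition of substrate cleavage by Csn5 | Controls: no-enzyme wells high, enzyme-with-substrate wells low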
MsrA inhibitor: inhibitors of bovine MsrA | hit rate 0.75% among 360,000 | inhibition, % at 15.5 µM | AID 651718 | purified bovine MsrA, absorbance read-out; in the data active = inhibition above about 4.5%;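 note: 0% = vehicle wells with enzyme and 100% = reference inhibitor wells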
STEP block: inhibitors of human striatal-enriched phosphatase STEP; P54829; recombinant STEP, OMFP fluorogenic substrate, fluorescence; inhibition, % at 20 µM; hit rate 0.25% among 360,000; AID 588621;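 active = inhibition at 20 µM, scaled per plate between control wells, above about 37%, limit read from the data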;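 note: 0% = DMSO with enzyme and substrate and 100% = substrate only without enzyme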
Target sequence (P54829 whole entry, looked up): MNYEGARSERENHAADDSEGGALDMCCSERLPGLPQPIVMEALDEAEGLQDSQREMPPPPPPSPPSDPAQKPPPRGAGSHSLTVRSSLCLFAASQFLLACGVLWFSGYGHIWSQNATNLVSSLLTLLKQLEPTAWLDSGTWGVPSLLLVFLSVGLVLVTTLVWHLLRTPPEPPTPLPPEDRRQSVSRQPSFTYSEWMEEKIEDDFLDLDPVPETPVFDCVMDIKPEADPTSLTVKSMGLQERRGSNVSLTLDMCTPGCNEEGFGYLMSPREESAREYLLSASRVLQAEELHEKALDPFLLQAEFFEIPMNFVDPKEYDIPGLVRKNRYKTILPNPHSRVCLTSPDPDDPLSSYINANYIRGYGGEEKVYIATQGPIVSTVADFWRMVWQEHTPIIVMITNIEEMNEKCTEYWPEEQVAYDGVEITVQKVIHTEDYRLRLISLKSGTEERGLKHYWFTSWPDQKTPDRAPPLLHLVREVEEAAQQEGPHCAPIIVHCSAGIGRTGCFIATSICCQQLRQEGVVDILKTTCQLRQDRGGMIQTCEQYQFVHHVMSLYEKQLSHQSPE
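Measure: Control-normalized % inhibition with plate pattern correction | Test system: STEP phosphatase, cell-free reaction | Medium: pH 6.0 Bis-Tris with DTT and Tween 20 | Technique: Fluorescence, 480/540 nm | Times: Reaction 20 min, ambient temperature | Doses: Single compound dose of 20 µM, 1% DMSO final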
SUMO1-SIM PPI: modulators of human SUMO1-mediated protein-protein interactions; SUMO1 binding to a labelled peptide, TR-FRET, 1 h; inhibition, % at 20 µM; hit rate 0.33% among 360,000; AID 602429; in the data active = inhibition above about 37%
DNMT1 inh: blocks human DNA methyltransferase DNMT1; P26358; DNMT1 molecular beacon, Hinp1I cleavage, fluorescence; inhibition (reported as % activation of signal), % at 10 µM; hit rate 0.83% among 360,000; AID 588458; in the data active = inhibition above about 50%
Scp-1 inhibitor: inhibitors of human Scp-1 phosphatase | Q9GZU7 | Recombinant Scp1, phosphopeptide, malachite green phosphate absorbance | inhibition, % at 20 µM | hit rate 0.88% among 340,000 | AID 493091;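 active = inhibition above about 50% at 20 µM, limit read from the data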;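 note: plate controls were DMSO wells with enzyme for no effect and wells lacking enzyme for full effect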
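Incubation: 45 min enzyme reaction at room temperature / System: truncated SCP-1 phosphatase (76-261aa) / Reagent: Phospho 17-mer peptide substrate / Buffer or medium: Acidic Tris acetate buffer with magnesium and detergent / Signal: absorbance at 630 nm / Doses: one concentration, 20 µM, with 1.0% DMSO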
LMPTP inh: LMPTP (human) inhibition; P24666; inhibition, % at 20 µM; hit rate 0.22% among 360,000; recombinant LMPTP-A, OMFP fluorogenic substrate, fluorescence intensity;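 active = compounds that cut the enzyme signal by at least half of the control window in the single-dose screen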;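 note: plate controls were DMSO wells with enzyme plus substrate for no effect and substrate without enzyme for full effect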
Target sequence (P24666 whole entry, looked up): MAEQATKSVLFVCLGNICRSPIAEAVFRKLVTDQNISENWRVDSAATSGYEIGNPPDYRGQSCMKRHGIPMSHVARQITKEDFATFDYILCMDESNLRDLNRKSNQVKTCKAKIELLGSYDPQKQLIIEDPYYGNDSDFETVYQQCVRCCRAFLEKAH
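Test system – LMPTP-A enzyme · Amount – LMPTP-A at 0.625 nM final in the reaction · Buffer or medium – Bis-Tris pH 6.0, DTT, detergent · Reagent – OMFP 400 µM · Doses – single 20 µM dose · Schedule – reaction 50 min, room temperature, dark · Detection – fluorescence intensity of OMFP turnover product · Evaluation – percent inhibition versus substrate-only and uninhibited controls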
NadD inh: blocks S. aureus nicotinate mononucleotide adenylyltransferase; purified NadD enzyme, colorimetric absorbance read-out; inhibition, % at 20 µM; hit rate 0.78% among 360,000; in the data active = inhibition above about 26%; note: some compounds past the cut are filed as inactive
An asterisk follows results filed as active; i = inactive; / = not tested or not shown.

1: Cc1ccc(C)c(C(=O)COC(=O)Cn2c(C)csc2=O)c1
2: CC(Oc1ccc2c3c(c(=O)oc2c1)CCCC3)C(=O)NCC(O)c1ccccc1 (configuration not stated)
3: O=C(COc1ccccc1Cl)NC(=O)NC1CCCCC1
4: CC1CCCCN1CCCNC(=O)CN1C(=O)c2cccnc2Oc2ccc(Cl)cc21 (configuration not stated)
5: Cc1ccccc1-c1cc2nc(NCc3cccnc3)n(C)c(=O)c2s1
6: O=C(NCCCNCCCNC(=O)c1ccccn1)c1ccccn1
7: COc1cc(C(C)=O)cc(OC)c1O
8: c1ccc(C[n+]2cccc3c4ccccc4ccc32)cc1
compound no.	1	2	3	4	5	6	7	8
CSN deneddyl inh	-2	1	-7	-1	1	-2	3	-7
NadD inh	-8	0	0	-13	3	3	5	4
LMPTP inh	-0.4	0.2	0.7	-1.1	1.5	-1.8	-0.7	1.4
TbMetRS inhib	-0.4	-0.2	0.0	-0.3	-0.1	0.1	-1.5	0.1
STEP block	0	1	-2	-2	0	-2	0	-2
Scp-1 inhibitor	-6	-7	-12	-2	/	-6	-1	1
MsrA inhibitor	0.4	-0.1	1.7	0.1	0.3	-0.3	1.9	1.0
DNMT1 inh	2	-2	0	-2	-6	3	4	-1
SUMO1-SIM PPI	-5	1	-5	-2	-10	-1	-2	-22
Rpn11 inh	i	i	i	i	i	i	i	i

9: COc1cc2c(cc1OC)CN(CC(=O)Nc1cccc(C)c1)CC2
10: COc1ccc(OC)c(Nc2nc(-c3ccc(O)c(O)c3)cs2)c1
11: CN(C(=O)c1ccc2c(c1)OCO2)C1CCCCC1
12: CC(=O)Nc1ccc(S(=O)(=O)N(Cc2ccccc2)C(C)C)cc1
13: COc1cccc(CNC2CCCc3ccccc32)c1OC (configuration not stated)
14: COCCCNC(=O)COc1cc(C)c(Cl)c(C)c1
15: CC(C)CCN(C(=O)C1CSC2(C)CCC(=O)N12)c1c(N)n(Cc2ccccc2)c(=O)[nH]c1=O (configuration not stated)
16: O=C(Nc1ccc(N2CCOCC2)c(S(=O)(=O)Nc2ccc(Cl)cc2)c1)c1ccc(=O)[nH]n1
compound no.	9	10	11	12	13	14	15	16
CSN deneddyl inh	3	4	2	1	-14	5	-5	6
NadD inh	-2	27	1	-4	-2	1	-4	15
LMPTP inh	1.9	63*	0.0	-0.9	-0.4	1.4	-1.3	7.2
TbMetRS inhib	-0.8	0.7	-0.1	0.2	1.2	-0.7	-0.3	-0.1
STEP block	-1	0	-2	0	2	-2	-2	8
Scp-1 inhibitor	-7	33	-2	-8	-7	-8	-1	48
MsrA inhibitor	-0.7	/	-0.7	-0.4	0.2	-1.7	0.1	-0.1
DNMT1 inh	-8	-29	2	-3	2	-1	2	9
SUMO1-SIM PPI	-1	11	-6	0	-5	3	-3	-3
Rpn11 inh	i	i	i	i	i	i	i	i

17: O=C(Nc1ccc(S(=O)(=O)NC2=NCCCCC2)cc1)c1ccc([N+](=O)[O-])s1
18: CCOC(CNC(=O)C(=O)Nc1cc2c3c(c1)CC(=O)N3CCC2)OCC
19: COc1ccccc1C(=O)Nc1ccc2c(c1)CN(C(=O)CSC)CC2
20: Cc1cc2cc3c(cc2nc1SCC(=O)OC(C)C)OCO3
21: O=C(CS(=O)(=O)c1cn(CC(=O)N2CCCC2)c2ccccc12)Nc1ccccc1F
22: COc1ccccc1CNC(=O)CN(c1ccc(C)cc1)S(=O)(=O)c1c(C)nn(C)c1C
23: Cc1ccc(S(=O)(=O)NNC(=O)c2snnc2C)cc1
24: CCOc1cc(C)c(C(C)C)cc1S(=O)(=O)N1CCN(C)CC1
compound no.	17	18	19	20	21	22	23	24
CSN deneddyl inh	0	0	1	-1	2	-2	-1	-2
NadD inh	0	0	-5	3	1	-2	2	-7
LMPTP inh	0.8	0.4	-1.0	2.2	-0.5	-1.1	-0.7	-2.5
TbMetRS inhib	-0.3	-0.5	-0.6	0.0	-0.2	-0.5	0.1	-0.4
STEP block	-1	-3	6	2	-2	1	-1	0
Scp-1 inhibitor	-2	-1	-2	6	-3	-7	-5	-1
MsrA inhibitor	4.3	0.1	0.1	0.5	-1.0	1.2	1.4	-0.2
DNMT1 inh	-7	-1	-3	1	-1	-2	2	1
SUMO1-SIM PPI	-26	-4	-2	-5	2	3	-4	-2
Rpn11 inh	i	i	i	i	i	i	i	i

Compounds 20 through 24 from above:
20: Cc1cc2cc3c(cc2nc1SCC(=O)OC(C)C)OCO3
21: O=C(CS(=O)(=O)c1cn(CC(=O)N2CCCC2)c2ccccc12)Nc1ccccc1F
22: COc1ccccc1CNC(=O)CN(c1ccc(C)cc1)S(=O)(=O)c1c(C)nn(C)c1C
23: Cc1ccc(S(=O)(=O)NNC(=O)c2snnc2C)cc1
24: CCOc1cc(C)c(C(C)C)cc1S(=O)(=O)N1CCN(C)CC1
compound no.	20	21	22	23	24
CSN deneddyl inh	-1	2	-2	-1	-2
NadD inh	3	1	-2	2	-7
LMPTP inh	2.2	-0.5	-1.1	-0.7	-2.5
TbMetRS inhib	0.0	-0.2	-0.5	0.1	-0.4
STEP block	2	-2	1	-1	0
Scp-1 inhibitor	6	-3	-7	-5	-1
MsrA inhibitor	0.5	-1.0	1.2	1.4	-0.2
DNMT1 inh	1	-1	-2	2	1
SUMO1-SIM PPI	-5	2	3	-4	-2
Rpn11 inh	i	i	i	i	i

Following part:
25: CCn1c(=O)n(CC(=O)Nc2cccc(OC)c2)c(=O)c2ccccc21
26: COc1ccccc1-c1cc(NC=O)c2ncc(-c3ccc(F)cc3)n2c1
27: CCc1nnc(NC(=O)CSc2nc3c(c(=O)n2C)SC(C)C3)s1 (configuration not stated)
28: O=C(CCC1CCN(Cc2ccccc2O)CC1)NC1CC1
29: COc1ccc(CC2S/C(=N/N=C/c3ccc(O)cc3)NC2=O)cc1 (configuration not stated)
30: CSc1cccc2sc(NC(=O)C3=COCCO3)nc12
31: O=C(CCN1C(=O)C2CC=C(Cl)CC2C1=O)NC1CCCCC1 (configuration not stated)
32: COc1ccc(C(C)=O)cc1CSc1nc2cc(Cl)ccc2o1
compound no.	25	26	27	28	29	30	31	32
CSN deneddyl inh	3	6	0	4	-12	-5	1	4
NadD inh	5	9	-6	4	4	-5	6	-4
LMPTP inh	-0.1	8.0	-1.8	1.0	-1.9	0.3	-1.1	0.5
TbMetRS inhib	-0.1	-0.1	-0.4	0.2	-0.5	-0.2	-0.3	-2.7
STEP block	-4	1	-2	-1	-1	-1	0	-2
Scp-1 inhibitor	-10	/	-5	-6	-3	-7	-1	22
MsrA inhibitor	-0.6	-0.5	1.6	-0.7	1.1	1.0	1.4	-0.2
DNMT1 inh	1	31	4	0	-4	-4	3	-6
SUMO1-SIM PPI	-3	-11	4	-4	0	1	0	0
Rpn11 inh	i	i	i	i	i	i	i	i

33: CC(C)(C)C(=O)NC(=S)Nc1ccccc1C(N)=O
34: CC(=O)N1CCc2c(sc(NC(=O)CS(=O)(=O)c3ccc(F)cc3)c2C(N)=O)C1
35: O=C1NC(CCc2ccccc2)C(=O)N1Cc1ccc(Br)cc1 (configuration not stated)
36: Cc1ccc(C)c(CSc2nnc(-c3cccnc3)n2N)c1
37: Cc1ccc2c(c1)N(CC(=O)NCCCN1CCCCC1)C(=O)c1cccnc1O2
38: Nc1ccc(-c2cc(-c3ccc(N)cc3)nc(-c3ccccc3)n2)cc1
39: C[C@@H]1CN([C@@H](C)CO)C(=O)CCCn2nncc2CO[C@H]1CN(C)S(=O)(=O)c1cccc(F)c1
40: CC1CN(CCc2ccccc2)c2nc3c(c(=O)[nH]c(=O)n3C)n2C1 (configuration not stated)
compound no.	33	34	35	36	37	38	39	40
CSN deneddyl inh	5	2	-5	1	-3	-3	2	-2
NadD inh	2	0	-4	-6	-3	22	6	-3
LMPTP inh	-1.6	-0.7	0.4	-0.5	-2.7	2.4	-0.4	-0.4
TbMetRS inhib	0.2	-0.5	-0.9	-0.6	0.5	0.3	-0.6	-1.1
STEP block	-1	2	-1	2	-3	0	0	-6
Scp-1 inhibitor	-6	-2	-2	0	-1	17	/	-10
MsrA inhibitor	-0.3	2.8	-0.1	0.3	-0.3	1.2	-0.3	1.5
DNMT1 inh	2	-5	1	0	1	-28	4	3
SUMO1-SIM PPI	-3	6	1	0	1	-5	8	4
Rpn11 inh	i	i	i	i	i	i	i	i

41: Nc1nonc1C(=O)N/N=C/c1ccc(-c2cccc([N+](=O)[O-])c2)o1
42: COc1ccc(Cl)cc1NC(=O)CN(C)C(C)C(=O)NC(=O)NC1CCCCC1 (configuration not stated)
43: O=C(NC1CCCC1)c1ccc(S(=O)(=O)N2CCOCC2)cc1
44: Cc1oc(-c2cccc(Cl)c2)nc1CN1CCC(C(=O)NCc2ccco2)CC1
45: COc1ccc(C(=O)COC(=O)c2ccc3c(c2)OCCO3)c(OC)c1
46: O=C(CC(=O)c1cccc([N+](=O)[O-])c1)Nc1ccccc1Cl
47: CCOC(=O)CC(=O)CSc1nc2sc(C)cc2c(=O)n1Cc1ccco1
48: Cc1nn(C)c(C(=O)N2CCN(C(=O)c3ccco3)CC2)c1Br
49: O=C(NNC(=O)C1CCCN(S(=O)(=O)c2ccc3ccccc3c2)C1)C1CC1 (configuration not stated)
50: O=C(O)c1cnn(-c2nc(-c3ccc(Cl)c(Cl)c3)cs2)c1C(F)(F)F
51: O=C(NC1CCCC1)c1cccc2c1C(=O)c1ccc(N3CCCCC3)cc1S2(=O)=O
compound no.	41	42	43	44	45	46	47	48	49	50	51
CSN deneddyl inh	0	1	3	-7	1	1	4	-2	-1	1	22
NadD inh	-1	-4	6	4	-3	0	-1	-2	3	-3	5
LMPTP inh	5.2	1.9	-2.1	0.2	1.5	-1.5	-0.1	-1.5	0.1	1.1	3.7
TbMetRS inhib	0.0	-0.4	0.1	-0.2	0.1	-0.3	-0.1	0.2	-0.7	0.3	-0.2
STEP block	2	-1	3	33	1	120*	3	-2	2	-2	0
Scp-1 inhibitor	-5	-4	5	-2	1	-7	-20	-9	-1	-14	-8
MsrA inhibitor	0.4	-0.2	-0.5	0.4	-0.3	0.3	-0.5	0.0	1.9	1.1	-0.5
DNMT1 inh	1	-1	4	-2	-1	-4	-4	2	5	2	1
SUMO1-SIM PPI	-21	6	2	5	-6	-12	4	1	-2	13	-48
Rpn11 inh	i	i	i	i	i	i	i	i	i	i	/

Screening results from PubChem.
